# Exocytosis inh = lytic granule exocytosis inhibition; TALL-104 LAMP-1 surface exposure, flow cytometry; cells stimulated with thapsigargin and PMA; inhibition, % at 10 µM; 360,000 tested, 0.66% active; AID 651702;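 active = inhibition above about 55%, limit read from the data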
# Vif imaging = HIV Vif inhibition | 340,000 tested, 0.35% active | HEK293T cells, Vif self-association by quenched fluorescence, imaging, 24 h | inhibition, % at 7.49 µM | AID 602346; in the data active = inhibition above about 50%, passing the limit was not always enough; note: some results filed as inactive read as strong as hits
# ABHD5-PLIN5 inh = inhibitors of human ABHD5-perilipin-5 interaction; Split G. princeps luciferase complementation, luminescence, 4 h; 360,000 tested, 0.78% active; inhibition, % at 4 µM; Q00G26+Q8WTS1;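 active = inhibition above the mean inhibition across every tested compound plus 3 SD, cut at about 22% in these data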;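 note: 0% = DMSO only wells and the 100% control is not disclosed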
# TLR9-MyD88 inh = blocks human TLR9 binding to MyD88; 340,000 tested, 0.21% active; inhibition, % at 4.98 µM; Q9NR96+Q99836; AID 504734; CHO BLA complementation TLR9-MyD88, CCF4 FRET ratio;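 active = inhibition above the mean over all tested compounds plus 3 SD, cut at about 21% in these data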;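 note: 0% = DMSO only wells and 100% = clavulanate BLA inhibitor control wells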
# aDG glyco act = increases alpha dystroglycan glycosylation. 360,000 tested, 0.22% active. Pro5-aDG cells, alpha-DG glycosylation AlphaScreen (IIH6); 0% Pro5, 100% B10-LARGE cell signal. activation, % at 10 µM;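 active = activation of at least 8% versus controls, or a plate z-score of at least 8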;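 note: Pro5 are CHO cells carrying HIG-tagged alpha-DG that lacks glycosylation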
# MC4R ag barr = human MC4R agonism via beta-arrestin. P32245. activation, % at 8.9 µM. AID 540308. 360,000 tested, 0.98% active. U2OS MC4R beta-arrestin complementation, luminescence; percent of melanotan II response, DMSO zero;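 active = activation above a per-plate cutoff, the mean activation of sample wells on that plate plus 3 SD, cut at about 8% in these data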
# Target sequence (P32245 whole entry, looked up): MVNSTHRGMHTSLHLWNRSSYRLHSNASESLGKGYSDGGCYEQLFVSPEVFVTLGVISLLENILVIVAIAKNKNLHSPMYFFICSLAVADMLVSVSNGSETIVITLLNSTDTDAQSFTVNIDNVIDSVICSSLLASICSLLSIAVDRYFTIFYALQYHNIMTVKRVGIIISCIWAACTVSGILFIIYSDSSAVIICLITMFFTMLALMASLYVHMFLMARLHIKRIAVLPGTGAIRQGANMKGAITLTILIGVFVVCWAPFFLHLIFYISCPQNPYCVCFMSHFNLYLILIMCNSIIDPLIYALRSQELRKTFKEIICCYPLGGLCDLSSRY
# ABCB6 inh 2 = blocks the human ABCB6 transporter | Q9NP58 | K562-ABCB6 porphyrin accumulation, flow cytometry, 1 h; active compounds read low | fluorescence ratio to DMSO, % at 10 µM | 360,000 tested, 0.19% active | AID 602162;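 active = fluorescence ratio to DMSO below 75%, the collection mean minus 3 SD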;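 note: signal is porphyrin accumulated inside mitochondria; 100% equals median channel fluorescence of DMSO control wells; lower ratio means ABCB6 inhibition with less porphyrin fluorescence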
# MC4R antag cAMP = human MC4R antagonism in cAMP assay. P32245. MC4R-expressing cells, MTII-stimulated cAMP, LANCE TR-FRET. inhibition, % at 6.5 µM. 360,000 tested, 0.48% active. AID 540295;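 active = inhibition above its plate's cutoff, the mean of tested wells on that plate plus 3 SD, cut at about 29% in these data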;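 note: 0% = Melanotan II alone and 100% = Melanotan II plus saturating MCL0020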
#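 Assay system: U2OS cells stably expressing human melanocortin 4 receptor (MC4R) / Dosing: 6.5 µM / Timing: compound 30 min, challenge 1 h, detection 1 h / Measured by: Eu-cAMP/anti-cAMP TR-FRET, emission 671 nm / Replicates: singlicate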
# N-glyco inh = blocks N-linked glycosylation in D54 reporter cells. D54 ERlucT glycosylation luciferase reporter, 24 h; percent of 100 nM tunicamycin response. reporter increase, % at 12.5 µM. 360,000 tested, 0.23% active;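 active = mean luciferase reporter signal, scaled so untreated is 0 and the glycosylation-blocking control 100, at or above a set limit in every replicate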;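 note: luciferase carries N-glycosylation sites so blocking glycosylation raises the light; 0% = median of neutral control wells and 100% = median of 100 nM tunicamycin wells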
# NOD2-RIPK2 inh = inhibitors of human NOD2-RIPK2 interaction; 360,000 tested, 0.38% active; AID 624267; inhibition, % at 4.98 µM; O43353; CHO BLA complementation NOD2-RIPK2, CCF4 ratio; in the data active = inhibition above about 21%;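 note: 0% = vehicle only and 100% = reference blocker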
# Target sequence (O43353 whole entry, looked up): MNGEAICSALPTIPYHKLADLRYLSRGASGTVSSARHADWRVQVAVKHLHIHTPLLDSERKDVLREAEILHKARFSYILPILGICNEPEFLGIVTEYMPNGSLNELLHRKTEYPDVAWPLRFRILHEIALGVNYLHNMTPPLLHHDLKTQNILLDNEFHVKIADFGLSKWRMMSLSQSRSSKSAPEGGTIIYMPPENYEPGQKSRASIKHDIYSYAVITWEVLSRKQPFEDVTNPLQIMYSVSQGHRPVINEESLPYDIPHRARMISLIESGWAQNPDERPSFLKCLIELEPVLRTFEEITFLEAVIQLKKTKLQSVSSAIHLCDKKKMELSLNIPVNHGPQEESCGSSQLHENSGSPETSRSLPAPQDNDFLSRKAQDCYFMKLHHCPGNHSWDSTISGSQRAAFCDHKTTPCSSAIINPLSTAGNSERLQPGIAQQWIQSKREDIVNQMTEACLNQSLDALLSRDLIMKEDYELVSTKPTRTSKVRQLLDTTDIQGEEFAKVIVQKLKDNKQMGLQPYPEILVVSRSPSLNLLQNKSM
# * hit, by the source's call; nt = not tested or not shown. Not all compounds are listed; count on the stated rates, not on these rows.
No.	Exocytosis inh	Vif imaging	ABHD5-PLIN5 inh	TLR9-MyD88 inh	aDG glyco act	MC4R ag barr	ABCB6 inh 2	MC4R antag cAMP	N-glyco inh	NOD2-RIPK2 inh	compound
1	-2	0	4	4	0.4	-2.1	102	-1	2	4	COc1ccc(P(=O)(COc2ccc([N+](=O)[O-])cc2)c2ccc(OC)cc2)cc1
2	-2	1	-1	-3	-0.2	1.8	104	-1	3	-7	Cc1cc(C(=O)Nc2cccc3c2O[C@@H](CN(C)S(=O)(=O)c2ccccc2)[C@H](C)CN([C@@H](C)CO)C3=O)n(C)n1
3	0	-2	0	12	-0.1	0.5	101	0	0	16	CCO[C@@H]1OC(C(=O)NCc2ccccc2)=C[C@H](C2CCCCC2)[C@H]1CCCO
4	-1	6	-3	-3	-0.1	-3.0	97	1	0	-6	CCOC(=O)C1CCN(C(=O)c2ccc(OCC(=O)N3CCOCC3)c(OC)c2)CC1
5	-3	0	9	-1	-0.4	-0.8	102	-5	-2	-8	CCC(=O)Nc1c(C)nn(-c2ccc(C)c(C)c2)c1C
6	-1	-4	-8	-4	0.0	-0.7	103	1	1	1	COc1ccc(C)cc1NC(=O)CCCN1C(=O)CN(C)C1=O
7	-2	-3	-10	8	-0.1	-1.0	104	-2	2	-2	COc1ccc(OC)c(S(=O)(=O)N(C)CC(=O)N2CCCCC2)c1
8	-8	-8	-6	-4	0.0	-0.2	102	9	-1	11	CCOc1ccc(NS(=O)(=O)c2ccc3c(c2)N(C(C)=O)CCS3)cc1
9	3	7	5	8	-0.1	1.5	90	6	-1	-3	Cc1ccc(S(=O)(=O)NCC(=O)N(CC(=O)NC2CCCCC2)Cc2ccco2)cc1
10	-3	-20	-5	-2	0.0	6.5	105	6	0	-5	O=C(O/N=C/c1ccc(Br)cc1)c1ccc(F)cc1
11	5	9	8	-3	-0.3	1.5	83	-4	-1	-4	O=C(Nc1ncn[nH]1)c1ccc(Cl)c(S(=O)(=O)N2CCCCCC2)c1
12	0	6	0	6	-0.2	-1.2	103	1	1	-5	COc1ccc(N2CCN(S(=O)(=O)c3c(C)noc3/C=C/N(C)C)CC2)cc1
13	1	-12	0	-17	-0.2	4.6	97	-17	-3	10	O=C(c1cccs1)n1nc(-c2cccnc2)nc1NCc1ccco1
14	-2	5	4	-11	0.0	-2.1	99	9	2	5	Cc1cc(=O)n2nc(N3CCCC(C(=O)NCc4ccc(F)cc4)C3)sc2n1 (configuration not stated)
15	0	1	1	3	0.0	1.4	96	3	0	4	COc1ccc(N2CCN(C3CCCN(C(=O)C4=C(C)OCCO4)C3)CC2)cc1 (configuration not stated)
16	-4	-5	-3	-3	-0.3	-0.8	110	9	-13	-3	O=C(O)c1ccc(N/N=C/c2ccc(F)c(F)c2)cc1
17	0	-7	-2	0	1.2	-1.5	96	-1	2	-8	CCOC(=O)c1sc2nc3n(c(=O)c2c1C)CCCCC3
18	-2	-6	7	-5	-0.1	0.2	105	-1	-2	-14	COc1cccc(-c2cc(C(=O)NCCN3CCOCC3)no2)c1
19	-7	nt	-7	nt	0.0	nt	nt	nt	nt	-7	CO[C@@H]1CN(C)C(=O)c2ccc(NC(C)=O)cc2OC[C@@H](C)N(C(=O)NC2CCCCC2)C[C@H]1C
20	-9	-6	7	-4	-0.2	1.0	91	2	0	-16	COc1ccc2cc(C(C)C(=O)N3CCC(C(N)=O)CC3)ccc2c1 (configuration not stated)
21	-5	2	-2	3	0.4	-1.5	94	11	-7	-12	Cc1ccc(C)c(N(CC(=O)NC2CCCC2)C(=O)c2cc3cc4cc(C)ccc4nc3s2)c1
22	0	-1	-3	-7	0.3	-0.1	95	2	1	5	Cc1cccc(N(C(=O)CCC(=O)Nc2cc(C)on2)C(C(=O)NC2CCCC2)c2ccncc2)c1 (configuration not stated)
23	0	-1	4	1	0.1	-0.3	100	3	2	-9	CCCc1cc(N2CCCC(C(=O)Nc3cc(Cl)ccc3OC)C2)n2ncnc2n1 (configuration not stated)
24	2	-4	3	4	-0.1	-4.1	92	-6	5	-2	Cc1cccc(C(=O)NCC(=O)N2CC=C(c3ccccc3)CC2)c1
25	-1	-11	5	-9	-0.2	-1.0	100	5	-4	-6	Cc1noc(C)c1COC(=O)c1cccnc1SCC(=O)Nc1ccc2c(c1)OCO2
26	-2	2	0	-5	-0.2	0.6	95	-7	1	-10	Cc1ccc(-c2nnn(CC(=O)O)n2)cc1
27	-1	-2	13	1	0.9	1.6	99	-6	-2	1	COc1ccccc1C(CNC(=O)c1ccc(-c2ccccc2Cl)o1)N1CCCC1 (configuration not stated)
28	-2	0	-3	5	-0.6	-1.5	93	-6	-2	-6	N/C(=N\OC(=O)Cc1ccccc1[N+](=O)[O-])c1ccc(Br)cc1
29	-2	7	-1	5	0.0	-1.8	100	2	-5	-12	CC1=CN2C(=N)/C(=C/c3cn(CCCOc4ccccc4C)c4ccccc34)C(=O)N=C2S1
30	-2	nt	3	-5	-0.1	-0.9	98	10	2	2	CC(=O)Nc1cc(-c2nn(CC(=O)N3CCCCC3)c(=O)c3ccccc23)ccc1N1CCOCC1
31	2	-17	4	-4	0.0	0.0	101	2	-3	8	CC(C)c1ccc(C(C)NC(=O)C2CCCC2)cc1 (configuration not stated)
32	0	-7	2	-5	0.0	2.2	94	-2	-3	3	O=C(CSc1nc2ccc(Cl)cc2[nH]1)NCCc1ccccc1
33	-1	-3	-6	1	-0.4	-2.5	104	1	1	2	CCN(CC)S(=O)(=O)c1ccc2oc(SCC(=O)NC3CC3)nc2c1
34	-8	nt	-8	nt	-0.2	nt	97	nt	nt	-2	CC(C)(C)n1nnnc1C(c1ccccc1)N1CCN(CCN2CCOCC2)CC1 (configuration not stated)
35	23	6	5	-2	0.1	-3.2	94	-2	2	-5	O=C(COc1ccccc1[N+](=O)[O-])N1CCN(c2ccccn2)CC1
36	1	-4	2	-12	0.2	-3.1	94	-1	0	-1	COc1ccc(Cl)cc1C(=O)NCCS(=O)(=O)N1CCN(c2ccccc2F)CC1
37	3	-3	-2	-1	0.2	-1.5	99	5	1	-4	O=C(Cc1ccc(Br)cc1)NC1CCSC1=O (configuration not stated)
38	0	13	7	3	0.2	-2.5	97	7	1	-6	CCC(C)[C@H](NC(=O)N1CC(=O)Nc2ccccc21)C(=O)N[C@H](C(=O)O)c1ccccc1 (some centres not stated)
39	-2	7	6	-6	-0.2	-0.2	98	1	1	-2	Cc1nc(Nc2ccc(S(N)(=O)=O)cc2)oc1C
40	2	nt	-2	-10	-0.2	-2.5	98	7	1	2	Cc1cc(C(=O)Nc2cccc(C)c2C)n(-c2ccccc2)n1
41	-1	5	14	1	-0.3	-2.5	95	2	-1	-6	O=C(/C=C/c1ccc(Br)o1)NCc1ccccc1
42	-7	-7	-4	4	-0.1	-1.3	98	9	3	8	OCC[C@@H]1C[C@H](O)[C@@H](O)[C@]2(CCCO2)O1
43	9	-6	-15	-1	0.3	0.2	332	11	-9	0	CCN1C(c2ccccc2)=C(c2ccccc2)S/C1=C\C=C1/SC(=S)N(C)C1=O
44	-13	-17	0	-13	-0.7	4.3	96	11	-1	-2	CCOc1cc(NC(=O)c2ccccn2)c(OCC)cc1NC(=O)c1ccc(OC)cc1
45	-4	-3	5	2	0.0	0.3	101	0	0	-8	CCCCn1c(CCl)nc2cc(S(=O)(=O)N3CCOCC3)ccc21
46	4	nt	4	4	0.7	-2.2	110	-4	nt	-3	OCCNc1nc(N2CCN(Cc3ccccc3)CC2)nc2ccccc12
47	-6	nt	-4	-2	-0.3	-1.3	94	7	12	-6	NC(=O)CC(NC(=O)Cc1ccc(Br)cc1)c1ccc(NCc2ccc(F)c(F)c2)c([N+](=O)[O-])c1 (configuration not stated)
48	6	nt	17	3	-0.1	0.2	96	7	1	-7	O=C(CSC1=NS(=O)(=O)c2ccccc2N1)Nc1cccc(F)c1
49	-1	6	1	-4	0.1	-0.7	105	0	1	-4	CC1CC(C)(C)NC(=S)N1CCCC(=O)Nc1ccccc1F (configuration not stated)
50	-2	3	3	0	0.0	0.3	95	1	-2	9	CCn1c(SCC(=O)Nc2ccccc2C)nnc1-c1ccccc1O
51	-2	17	-4	-10	-0.1	1.1	92	2	3	-5	O=[N+]([O-])c1cccc(S(=O)(=O)N2CCN(S(=O)(=O)N3CCOCC3)CC2)c1
52	9	4	-7	-1	-0.3	-1.6	98	7	2	-10	Cc1nc(-c2cccs2)ccc1C(=O)O
53	-1	-4	4	3	-0.2	-1.1	98	-8	2	-2	CCOC(=O)c1c(C)c(C(=O)N2CCc3ccccc3C2)c(C)n1CC
54	-1	-5	-3	-1	0.4	-2.1	95	-7	0	-11	Cc1cccc(NC(=O)c2ccc(Cl)c(S(=O)(=O)N3CCCCCC3)c2)n1

# In a second layout: 13 of the compounds above.
no.	SMILES	Exocytosis inh	Vif imaging	ABHD5-PLIN5 inh	TLR9-MyD88 inh	aDG glyco act	MC4R ag barr	ABCB6 inh 2	MC4R antag cAMP	N-glyco inh	NOD2-RIPK2 inh
33	CCN(CC)S(=O)(=O)c1ccc2oc(SCC(=O)NC3CC3)nc2c1	-1	-3	-6	1	-0.4	-2.5	104	1	1	2
34	CC(C)(C)n1nnnc1C(c1ccccc1)N1CCN(CCN2CCOCC2)CC1 (configuration not stated)	-8	nt	-8	nt	-0.2	nt	97	nt	nt	-2
35	O=C(COc1ccccc1[N+](=O)[O-])N1CCN(c2ccccn2)CC1	23	6	5	-2	0.1	-3.2	94	-2	2	-5
36	COc1ccc(Cl)cc1C(=O)NCCS(=O)(=O)N1CCN(c2ccccc2F)CC1	1	-4	2	-12	0.2	-3.1	94	-1	0	-1
37	O=C(Cc1ccc(Br)cc1)NC1CCSC1=O (configuration not stated)	3	-3	-2	-1	0.2	-1.5	99	5	1	-4
38	CCC(C)[C@H](NC(=O)N1CC(=O)Nc2ccccc21)C(=O)N[C@H](C(=O)O)c1ccccc1 (some centres not stated)	0	13	7	3	0.2	-2.5	97	7	1	-6
39	Cc1nc(Nc2ccc(S(N)(=O)=O)cc2)oc1C	-2	7	6	-6	-0.2	-0.2	98	1	1	-2
40	Cc1cc(C(=O)Nc2cccc(C)c2C)n(-c2ccccc2)n1	2	nt	-2	-10	-0.2	-2.5	98	7	1	2
41	O=C(/C=C/c1ccc(Br)o1)NCc1ccccc1	-1	5	14	1	-0.3	-2.5	95	2	-1	-6
42	OCC[C@@H]1C[C@H](O)[C@@H](O)[C@]2(CCCO2)O1	-7	-7	-4	4	-0.1	-1.3	98	9	3	8
43	CCN1C(c2ccccc2)=C(c2ccccc2)S/C1=C\C=C1/SC(=S)N(C)C1=O	9	-6	-15	-1	0.3	0.2	332	11	-9	0
44	CCOc1cc(NC(=O)c2ccccn2)c(OCC)cc1NC(=O)c1ccc(OC)cc1	-13	-17	0	-13	-0.7	4.3	96	11	-1	-2
45	CCCCn1c(CCl)nc2cc(S(=O)(=O)N3CCOCC3)ccc21	-4	-3	5	2	0.0	0.3	101	0	0	-8

# Screening data as filed in PubChem BioAssay.
